GPR7 antag: human neuropeptides B/W receptor 1 antagonism; P48145; GPR7-expressing cells, fluorescence antagonist assay; inhibition, % at 4.4 µM; 290,000 tested, 1.1% active; in the data active means inhibition above about 16%, passing the limit was not always enough;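 further: cells stimulated with the agonist NPW; 0% = agonist with vehicle and 100% = vehicle without agonist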
Target sequence (P48145 whole entry, looked up): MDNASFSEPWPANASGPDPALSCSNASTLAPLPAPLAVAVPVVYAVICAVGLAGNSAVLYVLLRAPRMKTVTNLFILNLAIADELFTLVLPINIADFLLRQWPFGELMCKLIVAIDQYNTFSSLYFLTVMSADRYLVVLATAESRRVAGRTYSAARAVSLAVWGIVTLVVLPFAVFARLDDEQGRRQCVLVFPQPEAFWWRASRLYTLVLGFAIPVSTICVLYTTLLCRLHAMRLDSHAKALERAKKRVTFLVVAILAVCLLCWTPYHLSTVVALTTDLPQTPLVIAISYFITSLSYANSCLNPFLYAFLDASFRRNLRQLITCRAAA
MEKK2wt PB1 HTS: raises or lowers MEK5 binding to wildtype human MEKK2 PB1 domain; Q9Y2U5; bead flow cytometry, Alexa488-MEK5 binding to MEKK2 WT; actives lie on both sides; binding response (% of control), % at 10 µM; 290,000 tested, 1.1% active; in the data active means binding response below about 67% or above about 130%
V1R ag counter: counter-screen for oxytocin receptor agonists: human V1a receptor agonists. P37288. CHO-V1R cells, Fluo-8 calcium fluorescence, agonist mode; 0% DMSO, 100% 3 nM vasopressin. activation, % at 3 µM. 320,000 tested, 0.25% active. AID 2797;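 active means activation above the mean activation of all tested compounds plus 3 SD, per screening run, cut at about 20% in these data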;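 further: signal is peak over basal fluorescence ratio across a 100 second FLIPR read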
MEKK2 mut-MEK5: signal of MEK5 binding to mutant human MEKK2 PB1 domain; bead flow cytometry, Alexa488-MEK5 binding to MEKK2 mutant; percent response, % at 10 µM; 290,000 tested, 0.35% active; AID 1530; in the data active means percent response above about 24%, passing the limit was not always enough; further: inactives centre near 1; some results filed as inactive read as strong as hits
OXTR agonist: agonists of human oxytocin receptor; 320,000 tested, 0.32% active; CHO-OTR cells, Fluo-8 calcium fluorescence; normalized: DMSO 0%, oxytocin 100%; activation, % at 3 µM; P30559;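 active means activation above the mean of all tested compounds plus 3 SD, cutoff set per screening run, cut at about 20% in these data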;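 further: peak over basal fluorescence ratio from a 100 s FLIPR kinetic read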
Target sequence (P30559 whole entry, looked up): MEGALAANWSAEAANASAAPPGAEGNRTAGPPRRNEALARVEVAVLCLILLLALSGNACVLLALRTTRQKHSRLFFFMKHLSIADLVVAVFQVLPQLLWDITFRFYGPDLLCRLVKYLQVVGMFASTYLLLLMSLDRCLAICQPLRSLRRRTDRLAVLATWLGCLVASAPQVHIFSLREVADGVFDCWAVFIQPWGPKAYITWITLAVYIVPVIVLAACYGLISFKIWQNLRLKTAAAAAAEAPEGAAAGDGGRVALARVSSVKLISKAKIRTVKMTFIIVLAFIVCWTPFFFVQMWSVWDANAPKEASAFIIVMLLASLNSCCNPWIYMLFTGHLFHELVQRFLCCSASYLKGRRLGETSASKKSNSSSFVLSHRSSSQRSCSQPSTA
OXTR potentiator: human OXTR potentiation; P30559; CHO-OTR cells, Fluo-8 calcium fluorescence, potentiator mode; 0% = oxytocin EC15, 100% = EC100; activation, % at 3 µM; 320,000 tested, 0.061% active;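 active means activation above that plate's cutoff, the mean activation of tested compounds plus 3 SD, cut at about 6.6% in these data, passing the limit was not always enough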;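 further: 100% uses oxytocin at 75 nM as the full agonist control; some results filed as inactive read as strong as hits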
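Replication – single well per compound, singlicate · Assay system – CHO cell line stably expressing human OTR · Timing – 6 min pre-incubation, 100 s read · Measure – normalized max/min fluorescence ratio, % activation · Doses – 3.0 µM, one dose · Detection – Fluo-8 calcium dye fluorescence · Probe or stimulus – oxytocin near EC15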
NALP1 yeast inh: inhibitors of NALP1 inflammasome in yeast. S. cerevisiae NALP1/ASC/caspase-1 growth, X-gal OD620, 72 h. inhibition, % at 10 µM. 280,000 tested, 0.61% active. AID 2071; in the data active means inhibition mostly above about 24%, no sharp cut-off; inactive means mostly below about 32%; further: some compounds called inactive have numbers as strong as hits
PfM18AAP inh: blocks P. falciparum M18 aspartyl aminopeptidase | inhibition, % at 7.35 µM | 290,000 tested, 1.2% active | recombinant PfM18AAP, H-Glu-NHMec fluorogenic cleavage;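 active means inhibition above the campaign mean inhibition over all tested compounds plus 3 SD, cut at about 28% in these data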;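 further: 0% = plate median of test compound wells and 100% = 2 mM ZnCl2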
GalR3 antag: human GalR3 antagonism. O60755. HEK293 GalR3-CNG cAMP membrane potential fluorescence; galR3 body fused to GalR1 C-terminus. inhibition, % at 3 µM. 360,000 tested, 0.44% active;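 active means inhibition above the screen-wide average plus 3 SD, cut at about 13% in these data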;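 further: forskolin and galanin both at EC90 stimulate the cells; cAMP rise reported by CNG channel membrane potential dye signal; 0% = forskolin plus galanin with DMSO and 100% = forskolin alone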
Target sequence (O60755 1-299 limits assumed): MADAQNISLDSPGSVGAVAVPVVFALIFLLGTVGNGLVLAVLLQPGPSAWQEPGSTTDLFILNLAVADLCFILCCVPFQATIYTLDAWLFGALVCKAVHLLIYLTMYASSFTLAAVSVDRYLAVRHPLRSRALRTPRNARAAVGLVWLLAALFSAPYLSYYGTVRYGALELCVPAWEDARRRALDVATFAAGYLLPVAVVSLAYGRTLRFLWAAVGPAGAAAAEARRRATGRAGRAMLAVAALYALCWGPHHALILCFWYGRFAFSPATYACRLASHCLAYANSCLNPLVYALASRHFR
* hit, by the source's call; . = no result given.

Values run as follows: GPR7 antag	MEKK2wt PB1 HTS	V1R ag counter	MEKK2 mut-MEK5	OXTR agonist	OXTR potentiator	NALP1 yeast inh	PfM18AAP inh	GalR3 antag
- COc1cccc2[nH]c3c(N4CCN(Cc5ccc6c(c5)OCO6)CC4)ncnc3c12
    7	.	2.4	.	2.7	-11	15	3	5
- O=C(COC(=O)CCC(=O)c1cccs1)NCc1ccco1
    9	106	.	2	.	.	14	7	-2
- CCOC(=O)C1(CCc2ccccc2)CCN(C(=O)CN2CCOC2=O)CC1
    -1	99	0.2	-3	0.4	-3	0	-12	-2
- CCN1CCN(c2ncnc3c2cnn3-c2ccc(Cl)cc2)CC1
    .	97	4.8	5	5.3	-7	15	.	-5
- CCOP(=O)(OCC)/C(=N/OC(=O)c1cccc([N+](=O)[O-])c1)C(N)=O
    -15	95	0.6	-12	-0.8	-8	12	-5	-4
- COc1ccc2nc(NC(=O)C(NS(=O)(=O)c3cccs3)C(C)C)sc2c1 (configuration not stated)
    -14	103	0.0	7	-1.0	-4	.	-12	-6
- CC1(NC(=O)CSc2nnc(-c3ccco3)n2Cc2ccccc2)CCS(=O)(=O)C1 (configuration not stated)
    .	.	-0.6	.	-0.4	-2	.	.	-5
- COc1cc2c(-c3ccc4[nH]ccc4c3)c(-c3ccc(C#N)cc3)oc(=O)c2cc1OC
    .	.	0.2	.	-1.1	-8	.	.	-7
- COc1ccc(-c2cc(C(=O)Nc3cc(C)n(Cc4ccc(Cl)cc4)n3)no2)cc1OC
    -12	109	0.0	6	0.7	-9	19	0	.
- Cc1ccc(-c2nnn(CC(=O)Nc3ccc4nn(-c5ccccc5)nc4c3)n2)o1
    -4	.	1.4	.	0.8	-6	21	-8	-3
- O=C(O)Cc1ccc(NC(=O)C2CC=CCC2C(=O)O)cc1 (configuration not stated)
    -13	98	0.0	-3	0.6	-5	7	-13	.
- CC(=O)Nc1nonc1NC(=O)CSc1nc2ccccc2o1
    0	105	0.5	2	1.4	-2	9	4	-6
- N#Cc1ccc(OCC(=O)Nc2ccc(S(=O)(=O)N3CCOCC3)cc2)cc1
    .	.	3.8	.	9.0	-5	.	.	-3
- COc1cc([C@H]2c3[nH]c4ccccc4c3C[C@H]3C(=O)N4[C@@H](c5cc(OC)c(OC)c(OC)c5)c5[nH]c6ccccc6c5C[C@H]4C(=O)N23)cc(OC)c1OC
    -3	99	0.9	1	1.0	-13	26	-4	.
- O=C(COC(=O)C1CCN(c2ccc(C(F)(F)F)cn2)CC1)Nc1cccc(F)c1
    .	.	3.9	.	-1.5	-18	.	.	-4
- c1coc(-c2nnc(-c3cccs3)o2)c1
    -4	102	0.3	2	-1.3	1	7	3	-3
- O=Cc1c[nH]c2ccc(S(=O)(=O)N3CCOCC3)cc12
    -5	90	1.1	-3	0.8	-5	30	7	-2
- CCOc1cc(C(C(=O)NCC2CCCO2)N(C(=O)Cn2nnc3ccccc32)c2ccc(OC)c(OC)c2)ccc1O (configuration not stated)
    -4	97	0.7	2	-0.2	-5	-3	1	-2
- CC1=C(C#N)C(C)C2=C(CC(C)(C)CC2=O)N1 (configuration not stated)
    -2	100	1.5	1	-0.6	-5	4	-2	-4
- CCN(CC)CCCN(C(=O)c1cccc(C)c1)c1nc(-c2ccc(OC)cc2)cs1
    -8	143*	2.7	14	6.8	-6	24	-9	-16
- COc1ccc(OC(=O)COc2ccccc2C)cc1
    .	.	-1.5	.	-2.7	-4	.	.	0
- Cc1cc(=O)oc2c3c(cc(OCC(=O)NCc4ccccc4)c12)OC(C)(C)CC3
    15	96	-0.5	3	-0.7	0	-6	2	9
- CCOC(=O)NC(=O)CSc1ccc(C)cc1C
    8	92	0.1	-5	-0.8	1	-6	-13	5
- CCn1nc(NC(=O)COC)c2cc3cc(C)ccc3nc21
    -8	100	0.1	3	-1.4	1	16	-6	-10
- OC(COc1c(F)cc(Br)cc1F)CN1CCOCC1 (configuration not stated)
    -2	105	1.7	4	0.9	-2	27	0	-12
- CCN(CC)S(=O)(=O)c1ccc(NC(=S)NC(=O)C(C)C)cc1
    6	106	3.9	0	3.8	-12	23	2	-1
- COc1ccc(NC(=S)NCc2ccccc2)c(OC)c1
    -2	107	0.5	9	0.1	-4	2	5	-4
- CSc1ccccc1NC(=O)C(C)N1C(=O)c2ccccc2S1(=O)=O (configuration not stated)
    .	.	0.5	.	0.0	3	.	.	-4
- CCCCN(C(=O)c1cc(OC)c(OC)c(OC)c1)C1=CC2CCC(C1)N2C (configuration not stated)
    -3	100	0.7	-1	-0.5	-10	-9	2	-1
- Cc1cc(CNC(=O)COC(=O)C2CC3CCCC(C2)C3=O)cc(C)c1O (configuration not stated)
    .	.	1.3	.	2.1	-3	.	.	-4

2 entries picked at random from those above, as already listed:
Values run as follows: GPR7 antag	MEKK2wt PB1 HTS	V1R ag counter	MEKK2 mut-MEK5	OXTR agonist	OXTR potentiator	NALP1 yeast inh	PfM18AAP inh	GalR3 antag
- CC(=O)Nc1nonc1NC(=O)CSc1nc2ccccc2o1
    0	105	0.5	2	1.4	-2	9	4	-6
- Cc1cc(=O)oc2c3c(cc(OCC(=O)NCc4ccccc4)c12)OC(C)(C)CC3
    15	96	-0.5	3	-0.7	0	-6	2	9

More compounds follow.
Values run as follows: GPR7 antag	MEKK2wt PB1 HTS	V1R ag counter	MEKK2 mut-MEK5	OXTR agonist	OXTR potentiator	NALP1 yeast inh	PfM18AAP inh	GalR3 antag
- CCOc1ccc(N(CC(=O)Nc2ccc(C)cc2C)S(C)(=O)=O)cc1
    6	111	1.1	5	2.3	3	-17	2	-2
- O=C(O)c1ccccc1C(=O)OCCCc1ccncc1
    .	.	0.9	.	-0.2	7	.	.	-1
- COc1ccc(CCN(Cc2cc3cccc(C)c3n3nnnc23)C(=O)c2ccncc2)cc1OC
    -8	88	-0.3	-6	-0.4	-5	-1	1	.
- CC(/C=N/n1c(-c2ccc(Cl)cc2)n[nH]c1=S)=C\c1ccco1
    -2	103	0.7	7	-0.7	-1	32	15	-4
- CC1CCCC/C1=N/Nc1ccc([N+](=O)[O-])cc1[N+](=O)[O-] (configuration not stated)
    -17	100	0.3	1	0.8	-15	0	21	-1
- CCOC(=O)Cn1c(=NC(=O)C(C)C)sc2c(C)cc(C)cc21
    16	92	-1.3	-4	-0.5	-5	.	1	0
- CCCS(=O)(=O)Nc1c(C(=O)O)[nH]c2ccc(OC)cc12
    -10	73	0.3	-11	-0.6	-19	.	-14	-8
- COc1ccc(-c2cc(-c3cccs3)c(C#N)c(SCC(=O)NCc3ccccc3)n2)cc1
    -12	85	1.1	0	0.3	-3	6	0	-3
- CN1CCSc2ccc(C(=O)NCc3ccccc3)cc21
    1	98	-1.2	-1	-2.6	-2	16	6	.
- Cc1cc(NC(=O)Nc2ccccc2[N+](=O)[O-])n(C)n1
    -23	104	0.6	3	0.0	-16	11	1	-11
- COC(=O)[C@@H]1C[C@@H]2CC[C@@H](O)C[C@@H]2N1Cc1ccc(C(F)(F)F)cc1
    .	98	-0.6	-4	-0.2	-5	.	.	-4
- O=C1CCCN2N=C(SCC(=O)Nc3ccc(Cl)cc3)SC2=N1
    9	104	10	14	7.0	-14	-9	1	-7
- O=C1C(Nc2ccccc2)=C2CCCC=C2N1c1ccccc1
    4	96	-0.6	-4	-0.3	1	18	6	0
- COc1ccc(N2CCN(C(=O)c3ccncc3)CC2)cc1
    -2	102	0.1	3	0.6	-7	-1	6	-4
- COc1ccc([C@H]2/C=C\CN(C(=O)C3CC3)[C@@H](C)C(=O)N2Cc2ccc(F)cc2)cc1
    .	103	1.3	6	2.9	-10	.	.	-4
- COc1ccc(S(=O)(=O)NCc2ccc3c(c2)OCO3)cc1C(=O)O
    1	94	1.0	-2	-0.1	-4	.	8	0
- Cc1ccc(NC(=O)C2C3CCC(O3)C2C(=O)O)cc1C (configuration not stated)
    5	106	-0.1	-1	-0.5	-11	5	-2	-5
- C#CCOCCOCCOCCNc1nc(N2CCN(C(=O)[C@H](CCCCN)n3cc([C@@H](N)CC(C)C)nn3)CC2)nc(N2CCN(C(=O)[C@H](CCCCN)n3cc([C@@H](N)CC(C)C)nn3)CC2)n1
    -6	136*	0.7	23	0.8	6	17	-1	.
- Cc1cccc(NC(=S)NC2CCCC2)c1
    16	102	-0.2	-1	-2.0	1	1	11	-1
- COc1ccc(NC(=O)CN2CCCC2)cc1
    -9	99	0.8	2	-0.8	-4	23	-1	-12
- Cc1c(NC(=S)Nc2cccc(Cl)c2)c(=O)n(-c2ccccc2)n1C
    6	107	-0.1	0	0.6	7	12	0	5
- COc1ccc(NS(=O)(=O)c2cccc(C(=O)NNC(=O)c3cc(C)oc3C)c2)cc1
    -13	103	2.0	-1	-0.5	-6	26	-2	-5
- O=C(C1=C[C@H](c2ccc3c(c2)OCO3)C[C@H](OCc2ccc(CO)cc2)O1)N1CCOCC1
    -3	93	1.8	-7	-0.1	-2	3	2	-5
- COc1cc([N+](=O)[O-])ccc1NC(=O)Nc1cnccn1
    -14	109	-1.1	9	0.1	-6	7	7	-3
- Cc1ccc(-c2nnc(SCC(=O)Nc3cccc(C(=O)N4CCOCC4)c3)n2C)cc1
    -4	94	-0.1	-2	-1.8	-7	14	0	0
- CCCCNCCCOc1cccc(Cl)c1Cl
    35*	113	4.0	7	11	-11	22	6	-10
- CCOc1ccc(Oc2ccc(Cl)cc2NC(=O)C2=COCCO2)cc1
    .	.	2.6	.	-1.0	-4	.	.	-5
- CCOc1ccc(S(=O)(=O)N/N=C(\C)c2ccc(OC)cc2OC)cc1
    -17	69	0.9	-13	-1.6	-15	3	-12	-2
- CCc1nc(C)ccc1OCC(=O)NCCCN(C)C
    -8	101	1.0	0	0.8	-5	-15	-7	-2
- O=[N+]([O-])c1ccc(S(=O)(=O)Nc2ccc(-c3ccc(N4CCCC4)nn3)cc2)cc1
    .	.	1.3	.	0.3	-6	.	.	-1
- COc1cccc(NC(=O)N2CCCC2C(=O)NCc2ccccc2F)c1 (configuration not stated)
    -16	102	-1.1	5	-0.7	1	-4	5	-4
- Cc1ccc(S(=O)(=O)N2CCOCC2)cc1NC(=O)C(c1ccc(Cl)cc1)C(C)C (configuration not stated)
    .	.	2.3	.	-0.8	-9	.	.	-4
- CC(=O)N1CCN(C(=O)c2cccc(S(=O)(=O)N3c4ccccc4CC3C)c2)CC1 (configuration not stated)
    .	.	1.0	.	1.1	0	.	.	-3
- CCCn1c(SCC(=O)Nc2ccc3c(c2)OCO3)n[nH]c1=O
    .	.	-0.2	.	-0.9	-4	.	.	-5
- COC(=O)C1=C(C)N(Cc2ccccc2)C(=S)N[C@H]1c1ccccc1
    -6	96	-1.7	0	-1.6	-6	4	4	-5
- CCC(NC(=O)OCc1ccccc1)C(=O)Oc1ccc2ccc(=O)oc2c1 (configuration not stated)
    1	101	2.6	-2	-0.4	-16	2	5	-12
- CC(C)(C)OC(=O)NCCc1nnc(SCc2ccccc2)o1
    -6	92	-0.3	-10	-2.7	0	19	-8	-2
- CC1=C(C(=O)OCC(C)C)C(c2ccc(F)cc2)NC(=O)N1 (configuration not stated)
    -15	95	-1.0	-1	-1.4	5	28	8	-2
- O=S(=O)([O-])C/C(=C\c1ccc(Cl)cc1)c1cc[n+](CCO)cc1
    -10	103	1.6	1	0.0	-10	11	-4	-1
- CC(=O)c1cc(C#N)c(SCC(=O)C(C)(C)C)nc1C
    -8	112	0.2	11	1.4	-7	12	13	-3
- COC(=O)c1ccc(C(c2c(C)[nH][nH]c2=O)c2c(C)[nH][nH]c2=O)cc1
    -5	100	0.1	0	3.5	-2	16	15	-4

High-throughput results deposited in PubChem by several laboratories.
